p53ts 32C kill = p53ts cell cytotoxicity, permissive temperature; Potency, µM (highest dose often 46.1 µM), for the others: top-dose activity change, negative = cytotoxicity, most hits filed as cytotoxic; actives 0.93% (n = 130,000); H1299-p53A138V at 32C, ATP luminescence viability, 24 h;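 also: 0% = DMSO and -100% = full killing by reference compound; nearly all actives have a fitted effect of over 55% in size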
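Cells: H1299 p53ts (A138V), 600/well, pre-incubated 16–30 h at 37C. Cpd up to 46 uM, 24 h, 32C. Readout: ATPlite luminescence, 20 min RT. Normalization: DMSO vs tamoxifen 100 uM. AC50 by Hill equation.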
Imprint erasure = inducers of genomic imprint erasure in mouse ES cells; Potency, µM (series often up to 60.7 µM), inactives show at the top dose activity change, positive = activation, most hits filed as activators; mouse ES Peg3-LacZ reporter, beta-gal luminescence, 40 h; AID 1948; actives 0.02% (n = 110,000);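 also: 0% = negative control wells on the plate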
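Readout: BetaGlo luminescence (5 min, room temp) for LacZ from the normally silent maternal Peg3 allele in female Peg3LacZ-Neo ES cells. Cells 300/well, 40 h, 37C, 5% CO2. Data normalized per plate to negative controls.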
p53ts 39C kill = cytotoxicity in p53ts cells at nonpermissive temperature; H1299-p53A138V viability at 39C, ATP luminescence, 24 h; Potency, µM (highest dose often 46.1 µM), for the others: top-dose activity change, negative = cell killing, actives largely listed as cytotoxic; actives 1.5% (n = 130,000); also: nearly all actives have a fitted effect of over 55% in size
IkB sig inh = IkB pathway inhibition in ABC-DLBCL cells; ABC-DLBCL IkBa-CBG/CBR dual luciferase ratio, 4 h; response scale: scaled: untreated 0%, proteasome inhibitor 100%; Potency, µM (series often up to 57.1 µM), for inactives: at the top dose IkBa stabilization activation; actives 0.04% (n = 110,000); AID 445; active = well fitted curve in the direction sought with a large enough effect in the signal ratio, not every such curve was filed as active; inconclusive = small, poorly fitted or top-dose-only effect, or a change in a side signal; the % refers to the signal ratio;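 also: the direction sought is a rising ratio; 0% = basal untreated cells and 100% = reference inhibitor full response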
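Curves were fitted separately to fusion (green), unfused (red) and ratio luminescence, then classed by r2, magnitude and activity. Cells: OCI-Ly3, 4 h compound plus doxycycline at 37C; 10 uM MG-132 defined full response.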
* hit, by the source's call; ? = inconclusive; · = not tested or not shown; [ ] = another dose, or the depositor's remark. Unless noted, calls follow the shape of the dose curve; as a rule, active = well fitted curve in the direction sought with a large enough effect; inconclusive = small, poorly fitted or top-dose-only effect, or another doubt; inactive = no such curve, though single readings can be large; an effect the other way counts as inactive or inconclusive. Unless noted, % is scaled to controls: 0 for no effect and ±100 for the full control effect; potency is read from the fitted curve at half-maximal effect. Random draw from the library; 1.8% or so of the library scored in one or more.

Values run as follows: p53ts 32C kill | Imprint erasure | p53ts 39C kill | IkB sig inh
COc1ccc(C2C(=O)N(C3CCCCCC3)CC(=O)N2CCc2ccc(OC)c(OC)c2)cc1 (stereo not drawn)
→ -1% | -16%[10.9 µM] | -27% | -1.0%
CCn1c(C)nc2cc(C(=O)OCCC(F)(F)F)ccc21
→ -13% | -17% | -23% | 1.2%
Cc1ccc(NC(=O)CSc2nc3ccccc3c(=O)n2CCCC(=O)N2CCCC2)cc1
→ 3% | -7% | -6% | 0.0%
Cc1cc(C)c(NC(=O)c2cc(CN3CCOCC3)on2)c(C)c1
→ 3% | -4%[10.9 µM] | -9% | 0.7%
O=C(CCn1cnc2ccccc2c1=O)Nc1ccc2c(c1)OCCO2
→ -2% | -2% | 14% | -1.1%
Cc1cc(C)c(C#N)c(N2CCN(CCOc3ccc(Cl)cc3)CC2)n1
→ -13% | -22% | -10% | ?
COc1cccc(OCC(=O)Nc2nnc3n2CCS3)c1
→ -8% | -8%[10.9 µM] | -9% | 0.3%
COc1ccccc1NC(=O)N1CCc2[nH]c3ccc(F)cc3c2C1
→ -1% | -15% | -6% | 3.5%
COc1ccccc1CNC(=O)C1CCN(Cc2nc(-c3ccc(OC)c(OC)c3)oc2C)CC1
→ -11% | -19%[10.9 µM] | -5% | -1.6%
COCCCNc1nc2c(c(=O)[nH]c(=O)n2C)n1CC(O)COc1cccc(C)c1 (stereo not drawn)
→ -7% | -2% | 1% | -1.2%
O=C(Cn1ccc2cc(S(=O)(=O)N3CCCC3)ccc21)NCc1ccccc1Cl
→ 13% | -5%[10.9 µM] | -10% | -0.5%
CCOC(=O)c1ccc(NC(=O)c2cnccn2)cc1
→ -8% | -16% | -5% | -1.8%
COc1ccc(CN(Cc2ccco2)c2cnc(S(C)(=O)=O)nc2C(=O)Nc2ccc(C)c(C)c2)cc1
→ 5% | -17%[10.9 µM] | -3% | ?
Nc1nc(CSc2nnnn2-c2ccccc2)nc(N2CCCc3ccccc32)n1
→ 11% | -16% | ? | -5.2%
COc1ccc(NC(=O)CC2C(=O)N(c3ccccc3)C(=O)N2CCC2=CCCCC2)cc1 (stereo not drawn)
→ 0% | 28%[10.9 µM] | -2% | ?
COC(=O)c1cc(C)nc2c1c(=O)nc(SCc1ccccc1C)n2C1CC1
→ 12% | -8%[10.9 µM] | 2% | ?
CCNc1ncc2nc(-c3ccc(OC)cc3)c(=O)n(Cc3cccc(OC)c3)c2n1
→ -7% | · | -5% | 0.9%[11.4 µM]
COc1ccc(Cl)cc1NC(=O)c1cccnc1
→ -1% | -4% | -2% | -1.9%
Cc1cccc(-n2c(C)nc3c(cnn3-c3ccc(F)cc3)c2=O)c1
→ 10% | -17% | -9% | -1.4%
CCOC(=O)c1cc(-c2ccc(OC)cc2)n(CCC(=O)Nc2cccc(C)c2C)c1C
→ -27% | -17%[10.9 µM] | 13% | -1.0%

(list continues)
Values run as follows: p53ts 32C kill | Imprint erasure | p53ts 39C kill | IkB sig inh
CC1CCN(C(=O)Cn2cc(C(=O)C3CC3)c3ccccc32)CC1
→ -7% | · | 4% | ·
CCS(=O)(=O)Nc1ccc(C(=O)CC2(O)C(=O)Nc3ccccc32)cc1 (stereo not drawn)
→ 1% | -1% | 4% | 1.2%
Cc1nnc2sc(-c3csc4c3CCCC4)nn12
→ -11% | -22% | 0% | 3.2%
COc1cc2[nH]c(=O)n(CCCCCC(=O)NCCCN3CCOCC3)c(=O)c2cc1OC
→ -10% | -8% | -4% | -1.3%
COc1ccc(CCNC(=O)C2CCN(C(=O)N(C)C)CC2)cc1OC
→ 2% | -3% | 9% | -0.9%
Cc1c(C(=O)NCc2ccccc2Br)oc2ccc3c(c12)C(=O)CC(C)(C)O3
→ 13µM* | -8%[10.9 µM] | 16µM* | -1.2%
COc1ccccc1-c1nnc(SCc2nc3ccccc3[nH]2)n1C
→ 11% | -5% | 4% | 0.8%
Cc1ccc(C)c(N2CCN(S(=O)(=O)c3ccc4c(c3)n(C)c(=O)c(=O)n4C)CC2)c1
→ 3% | 6%[10.9 µM] | -21% | -3.0%
Cc1cc(C)c(NC(=O)C(C)(C)C)c(Cl)c1
→ 3% | -8% | 4% | 2.5%
O=C1CSC(=Nc2ccccc2Cl)N1
→ -10% | -4% | 4% | 1.3%
CCOc1ccc(NS(=O)(=O)c2cc(Br)cc3c2N(C(=O)C2CC2)CC3)cc1
→ 3% | -18%[10.9 µM] | 28% | 0.5%
Cn1c2ccccc2c2cc(C(=O)OCC(=O)N3CC(=O)Nc4ccccc43)sc21
→ 7% | -20% | -15% | ?
Cc1ccc(Cn2c(CNS(=O)(=O)c3ccc(Cl)s3)nc3cccnc32)cc1
→ 4% | -5%[10.9 µM] | -12% | 1.9%
CCCOC(=O)c1c(NC(=O)c2nc3ncccn3n2)sc(C(N)=O)c1C
→ 3% | -9%[10.9 µM] | 11% | 0.0%
COc1ccc(N(CC(=O)Nc2ccc3c(c2)OCCO3)S(=O)(=O)c2cccnc2)cc1
→ -4% | -6% | -5% | 0.5%
COc1ccc(-n2c(C)nnc2SCC(=O)N2C(C)CCCC2C)cc1 (stereo not drawn)
→ 10% | 7% | 20% | 2.0%
O=C1C(c2ccc(F)cc2)N(CCc2ccccc2)C(=O)CN1C1CCCCC1 (stereo not drawn)
→ 8% | -19%[10.9 µM] | -21% | 0.4%
COc1ccc(CN2CCCCC2c2cccnc2)c(OC)c1C (stereo not drawn)
→ -2% | -20% | -10% | -1.9%
CCCC(=O)Nc1ccccc1NC(C)=O
→ -1% | -6% | 7% | 0.5%
COc1ccc(-n2nc(C(=O)c3cccs3)cc(-c3nc4ccccc4[nH]3)c2=N)cc1
→ 5% | · | 21% | ·

(more compounds)
Values run as follows: p53ts 32C kill | Imprint erasure | p53ts 39C kill | IkB sig inh
Cc1cn2c(=O)cc(COc3ccc(NC(=O)c4ccccc4C)cc3)nc2s1
→ 2% | -9%[10.9 µM] | 21% | -0.9%
COc1ccc(NC(=O)CSc2nnc(-c3cccs3)n2Cc2ccco2)cc1OC
→ -15% | -15% | -8% | -1.0%
COc1ccccc1CNc1cc(-c2ccccc2C)ncn1
→ ? | -12% | -26% | 13%[11.4 µM]
COc1cccc(-c2nn(C)c3sc(C(=O)NCCc4cccc(C)c4)cc23)c1
→ 1% | -16%[10.9 µM] | -16% | ?
COc1ccc(N2CCN(C(=O)Cn3cnc4nc5c(cc4c3=O)CCCC5)CC2)cc1
→ -13% | 4%[10.9 µM] | 9% | ?
OCC1OC(c2ccc3c(c2)OCO3)C=CC1Oc1cc(Cl)cc(Cl)c1 (stereo not drawn)
→ -6%[9.22 µM] | · | -21%[9.22 µM] | ·
Cc1[nH]c(-c2ccco2)nc1C(=O)O
→ 11% | -16% | 8% | 4.1%
NCCCC(=O)N1c2ccccc2Sc2ccccc21
→ 1% | -11% | -16% | 13%
COc1ccccc1NC(=O)c1ccccc1-c1nc(-c2ccccc2OC)no1
→ ? | -12% | -27% | ?
CC1(C)CC(=O)C(CC(=O)NC(=O)NCc2ccccc2)=C(O)C1
→ 4% | -4% | -1% | 0.9%
COc1ccc(N2CCN(C(=O)CSc3nnnn3-c3ccc4c(c3)OCCO4)CC2)cc1
→ -5% | -12% | 1% | ?
Oc1ccc2ccccc2c1CN(Cc1c(O)ccc2ccccc12)C1CCCCC1
→ 5%[9.22 µM] | -2%[10.9 µM] | -5%[9.22 µM] | 3.8%[11.4 µM]
COc1nccc(Nc2ccccc2)c1C#N
→ 4% | -1% | 14% | -2.9%
Cc1ccc(Nc2cc(C)nc3nc(C)nn23)c(C)c1
→ 12% | -11% | -6% | -1.4%
CCOC(=O)N1CCN(C(=O)CCn2nc(-c3ccc(Cl)cc3)ccc2=O)CC1
→ -2% | -21% | -4% | 4.4%
COc1ccc(S(=O)(=O)Cc2ccc(C(=O)N3CCN(c4cc(Cl)ccc4C)CC3)o2)cc1
→ 19% | -18% | 14% | ?
Cc1ccc(S(=O)(=O)C(CNC(=O)c2ccccc2F)c2cccs2)cc1 (stereo not drawn)
→ 9% | -3%[10.9 µM] | -1% | ?
O=C1CC(c2ccccc2)Cc2[nH]c(=O)c(C(=O)Nc3cccc(F)c3)cc21 (stereo not drawn)
→ -4% | 12%[10.9 µM] | -15% | -3.2%
CCCCn1c2nc3ccccc3nc2c2c(=O)n(CCC(C)C)cnc21
→ -1% | 0% | 2% | 0.3%
CCOc1ccc(-n2cc(C(=O)N3CCC(C)CC3)c3cc(OC)c(OC)cc3c2=O)cc1
→ 0% | -7% | -3% | -0.7%

Remaining list, next part
Values run as follows: p53ts 32C kill | Imprint erasure | p53ts 39C kill | IkB sig inh
CC1(C)CC2CC(C)(CN2CC(=O)C(C#N)c2ccccc2)C1 (stereo not drawn)
→ 7% | -11% | -1% | ?
Cc1cc(C)n(-c2nc3c(c(=O)[nH]c(=O)n3C)n2CC(C)C)n1
→ -2% | -4% | 2% | -1.8%
CCCC1=C(C(=O)OCC)C(c2cc(Cl)cc(OC)c2OCC(=O)OCC)NC(=O)N1 (stereo not drawn)
→ 2% | -12% | 2% | ?
CCOC(=O)c1c(C)n(-c2ccccc2)c2ccc(OC(=O)c3ccccc3Cl)cc12
→ 3% | -21%[10.9 µM] | 9% | -1.4%
CCOC(=O)c1c(SCC(=O)Nc2cccc(C)c2C)nc(=O)[nH]c1C
→ 8% | -12%[10.9 µM] | -8% | 1.5%
Cc1ccc(Nc2nc(N)nc(CN3CCCCCC3)n2)c(C)c1
→ -3% | -14% | -7% | 0.3%
Cc1ccc(NC(=O)C2CCCN(S(=O)(=O)c3ccc4c(c3)CCCC(=O)N4)C2)cc1N(C)C (stereo not drawn)
→ -8% | 14%[10.9 µM] | 10% | ?
CCOC(=O)c1ccc(-n2c(N)c(C(=O)NCc3ccco3)sc2=S)cc1
→ 0% | -13% | -13% | 1.2%
COc1ccc(OC(=O)CSc2nnc(-c3ccc(F)cc3)o2)cc1
→ 2% | 2%[10.9 µM] | -9% | 1.7%
O=C(NC1CCCC1)c1sc(=S)n2c1[nH]c(=O)c1ccccc12
→ 27% | -6% | 18% | 1.2%
CCc1cccc(C)c1NC(=O)Cn1cc2c(n1)CCCCC2
→ -3% | -10%[10.9 µM] | 10% | ?
CCOC(=O)c1cnc2c(C(=O)OC)cccc2c1NCc1ccco1
→ 7% | -7% | 8% | 0.4%
CC1(C)CC(=O)c2cc(OCC(=O)NCCCN3CCN(c4ccc(F)cc4)CC3)ccc2O1
→ -9% | -18% | -14% | 1.7%
COc1ccc(Cl)cc1NC(=O)CN1C(=O)CSc2ccc(S(=O)(=O)N3CCCC3)cc21
→ 12% | -8%[10.9 µM] | -8% | 5.3%
Cc1ccc(Cl)cc1NC(=O)c1cccc(NC(=O)N2CCSc3ncccc32)c1
→ -1% | 1%[10.9 µM] | -15% | ?
C=C(C)COc1ccc(-c2nc(N)ncc2-c2ccc(OC)cc2)c(O)c1
→ ? | -38%[inhibitor] | ? | ?
CCc1nn(CC(=O)NCc2ccc(C)cc2)c(=O)c2cc3occc3n12
→ 1% | -4%[10.9 µM] | 0% | 1.3%
O=C(Nc1ccc2nc(SCC(=O)N3CCc4ccccc43)sc2c1)c1ccccc1F
→ -6% | -3%[10.9 µM] | 19% | 0.6%
CCc1ccccc1NC(=O)C1CCN(c2nc3ccccc3[nH]2)CC1
→ 2% | 20%[10.9 µM] | 4% | -1.2%
COc1ccc(S(=O)(=O)Nc2nc3ccccc3nc2NCc2ccc3c(c2)OCO3)cc1
→ -16% | · | -8% | ·
CCc1cc2c(N3CCN(c4nnc(CC)s4)CC3)ncnc2s1
→ 1% | -25% | -18% | ?
N#C/C(C(=O)c1ccccc1)=C1/SC=C(N)N1c1ccccc1
→ -4% | -17% | -10% | ?

3 entries drawn at random from those above, as already listed:
Values run as follows: p53ts 32C kill | Imprint erasure | p53ts 39C kill | IkB sig inh
COc1ccc(OC(=O)CSc2nnc(-c3ccc(F)cc3)o2)cc1
→ 2% | 2%[10.9 µM] | -9% | 1.7%
Cc1ccc(NC(=O)C2CCCN(S(=O)(=O)c3ccc4c(c3)CCCC(=O)N4)C2)cc1N(C)C (stereo not drawn)
→ -8% | 14%[10.9 µM] | 10% | ?
C=C(C)COc1ccc(-c2nc(N)ncc2-c2ccc(OC)cc2)c(O)c1
→ ? | -38%[inhibitor] | ? | ?

Screens (PubChem)
